# LYP phosphatase = PTPN22 lymphoid phosphatase activity blockers – biochemical, fluorescence intensity, uHTS (AID 1779). recombinant LYP phosphatase, fluorescence intensity; higher % means a stronger effect. actives 0.054% (n = 290,000). one-dose inhibition, % at 11.5 µM; IC50 in µM for titrated hits; in the data active means inhibition above about 50%;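 further: plate controls were vehicle with enzyme for no effect and no enzyme for full effect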
# An asterisk follows results filed as active. Not all compounds are listed. The share of hits here may be higher or lower than overall.
SMILES,LYP phosphatase
CCOCCn1c(CN2CCCCC2C)nc2c1c(=O)n(C)c(=O)n2C (configuration not stated),-2%
Cn1ccnc1CC(O)(c1ccccc1)c1ccccc1,-4%
N/C(=N\OC(=O)CC1CCCCC1)c1ccc(Br)cc1,-6%
CN(CC1CCN(CCc2cccc(C(F)(F)F)c2)CC1)C(=O)c1ccc(F)cc1,-3%
NNC(=O)c1ccc(S(=O)(=O)N2CCc3ccccc32)cc1,-6%
O=C(CN(CCc1ccccc1)C(=O)c1csnn1)NCc1ccc(F)cc1,-7%
O=[N+]([O-])c1cccc(-c2cc(-c3cc(Br)ccc3O)[nH]n2)c1,-6%
O=C(Nc1ccc(C(=O)O)cc1)/C(=C\c1ccco1)NC(=O)c1ccc(Br)o1,3%
Cc1ccc(CS(=O)Cc2ccc(C(=O)N3CCN(c4ccccc4)CC3)o2)cc1 (configuration not stated),-9%
Cc1ccc(S(=O)(=O)NC(=O)Nc2ccc(C)cn2)cc1,-7%
COc1ccc(Cl)cc1S(=O)(=O)Nc1noc2ccccc12,-8%
CC(C)(C)NC(=O)C(c1ccc(F)cc1)N(Cc1ccco1)C(=O)CCC(=O)Nc1nccs1 (configuration not stated),-4%
O=[N+]([O-])c1c(Nc2cccc(O)c2)cc(Cl)c2nonc12,-6%
CCC(NC(=O)c1cc(COc2ccc(OC)cc2Cl)on1)c1ccncc1 (configuration not stated),-9%
COc1ccc(Cl)cc1NC(=O)CSc1nnc(C2CC2)n1C,-1%

# Individual results from the results shown:
# CCC(NC(=O)c1cc(COc2ccc(OC)cc2Cl)on1)c1ccncc1 (configuration not stated) – LYP phosphatase: -9%
# CCOCCn1c(CN2CCCCC2C)nc2c1c(=O)n(C)c(=O)n2C (configuration not stated) – LYP phosphatase: -2%

# Further structures follow.
SMILES,LYP phosphatase
CCc1ccc(NC(=O)CC2C(=O)NCCN2C(=O)c2ccc(F)cc2)cc1 (configuration not stated),-9%
Cc1ccc(/C=N/NC(=O)Cc2c(F)cccc2Cl)s1,-8%
CC1Cc2cc(/C(O)=C3/C(=O)C(=O)N(CCN4CCOCC4)C3c3ccc(N(C)C)cc3)ccc2O1 (configuration not stated),-4%
COc1ccc(OC)c(/C=N/NC(=O)CC(=O)NC2CCCCC2)c1,-10%
O=c1cnc2ccccc2n1Cc1ccc(Br)cc1,2%
CCOc1ccccc1CN1CCNC(=O)C1CC(=O)N(C)CCC1CCOCC1 (configuration not stated),-12%
CCN(C(=O)COC(=O)c1cc2c(s1)CCCCC2)C1CCS(=O)(=O)C1 (configuration not stated),-9%
O=C1CSc2ccc(S(=O)(=O)CCC(=O)NC3CCCCC3)cc2N1,0%
CCn1cc(Cl)c(C(=O)Nc2cccc(CN3CCOCC3)c2)n1,-3%
CC(C)c1cc(C(=O)N/N=C/c2ccoc2)c(O)c(C(C)C)c1,-8%
O=C(C#Cc1ccccc1)c1ccco1,-7%
Cc1ccc(NC(=O)CCC(=O)NNC(=O)Nc2cccc(Cl)c2)c(C)c1,9%
Cc1cc(C)n2nc(C(=O)N3CCCC(Nc4ccc(C(C)C)cc4)C3)cc2n1 (configuration not stated),0%
Cc1cccc(OCCCCCN2CCOCC2)c1,-12%
CCc1ccc(OCC(=O)Nc2ccncc2)cc1,-12%
COc1ccc(-n2nc3c(c2NC(=O)C(C)Oc2ccccc2)CS(=O)(=O)C3)cc1 (configuration not stated),-6%
CCCNC(=O)C1(S(=O)(=O)c2ccccc2)CC=CC1,2%
Cc1nc(C(F)(F)F)ccc1C(=O)NCC(O)c1ccccc1 (configuration not stated),-9%
O=C(CCC(=O)c1ccc(F)cc1)Nc1cccc(Br)c1,-3%
O=C(Nc1nnc(SCC(=O)N2CCOCC2)s1)C1CC(=O)N(c2ccc(F)cc2)C1 (configuration not stated),4%
CCc1ccccc1N(CC(=O)NCCc1ccccc1)C(=O)CCC(=O)Nc1ccccn1,0%
CSc1ccc(CCNC(=O)Cn2ncc3c([nH]c4ccccc43)c2=O)cc1,-11%
N#CCC(=O)N/N=C\c1ccc(OC/C=C/c2ccccc2)cc1,-3%
COc1ccc(Br)cc1CNC(=O)CN1C(=O)C(c2ccccc2)Oc2cccnc21 (configuration not stated),-2%
CCC(C)[C@H](NC(=O)N1CC(=O)Nc2ccccc21)C(=O)N[C@H](Cc1c[nH]c2ccccc12)C(=O)O (some centres not stated),3%
CC(=O)Oc1cccc(C(=O)Nc2cccc(C(=O)Nc3ccccc3C(=O)O)c2)c1,-3%
COC(=O)CN1C(=O)[C@H]2[C@@H](C3CC3)N3C(=O)CN(Cc4ccccn4)C(=O)[C@@]3(Cc3ccccc3)[C@H]2C1=O,-11%
COc1ccccc1CNC(=O)N1CCN(S(=O)(=O)c2ccc(C)cc2)CC1,-8%
O=C1c2cccc3cccc(c23)C(=O)N1c1cccc(O)c1,4%
CCN(CC)CCOc1ccccc1OC,-5%
COc1ccc(N(Cc2ccccc2)S(=O)(=O)c2cc(C(=O)O)ccc2Cl)cc1,-2%
COc1cc(Cl)ccc1OCc1cc(C(=O)N2CCCCC2c2cccnc2)no1 (configuration not stated),-11%
CC(C)c1nnc(SCC(=O)NC2CCCC2)n1C,-10%
CCn1c(=O)n(CC)c2cc(N3CCCC3)c(NC(=O)c3ccc(OC)c(Br)c3)cc21,-6%
COc1cc(Cl)ccc1OCc1cc(C(=O)N2CCC(N(C)C)C2)no1 (configuration not stated),-10%
Cc1cccc(Nc2ccc3nonc3c2[N+](=O)[O-])c1C,-9%
S=c1[nH]nc(-c2ccccc2Br)n1Cc1ccccc1,-1%
O=S(=O)(c1ccc(F)cc1)n1cnc2ccccc21,-4%
CC(=O)N1c2ccc(S(=O)(=O)N(C)CC(=O)Nc3cccc(C)c3)cc2CC1C (configuration not stated),-7%
Cc1cccc(OCC(=O)NCCCNC(=O)c2cnccn2)c1,-4%
O=C(O)CN1C(=O)/C(=C\c2cccc(OC(=O)c3ccco3)c2)SC1=S,-3%
COC(=O)c1cn(S(=O)(=O)c2ccccc2)c2ccccc12,-4%
COc1ccc(S(=O)(=O)N2CCN(c3ncccn3)CC2)cc1OC,-8%
COc1ccc(/C=C2\Oc3cc(OCC(=O)N4CCC[C@H]4C(=O)O)ccc3C2=O)cc1OC,1%
Cc1ccc2nc(-c3cccnc3)cc(C(=O)Nc3ccccc3[N+](=O)[O-])c2c1,-6%
O=C(Nc1ccccn1)c1ccc(C(=O)Nc2ccccn2)cc1,0%
Clc1ccccc1CN1CCN(c2ncccn2)CC1,-11%
CCOc1ccc(N2CC(C(=O)NCCc3c[nH]c4ccc(C)cc34)CC2=O)cc1 (configuration not stated),-8%
CC(C)[C@H](NC(=O)OCc1ccccc1)C(=O)OCC(=O)NC1(C#N)CCCC1,-6%
CCOc1ccc(CC(=O)NC2CCN(Cc3ccccc3)CC2)cc1,-13%
CCCOc1ccc(CNC(=O)c2ccc3nc(N4CCOCC4)sc3c2)cc1,-9%
Cc1ccc(CNC(=O)C2(S(=O)(=O)c3ccc(C)cc3)CC2)cc1,-6%
CC(=O)N1c2ccc(S(=O)(=O)NCCC(=O)Nc3cccc(Cl)c3)cc2CC1C (configuration not stated),-4%
Cc1cccc(NS(=O)(=O)c2c(C(=O)N3CCCC3)c(C)n(C)c2C)c1,-14%
CCOC(=O)N1CCN(S(=O)(=O)c2ccc(C(=O)N(CCCN(C)C)c3nc4ccc(OC)cc4s3)cc2)CC1,-10%
C/C=C/c1ccc(OCC(O)CNCC(c2ccc(OC)cc2)N(C)C)c(OC)c1 (configuration not stated),-7%
C=CCn1c(NC(=O)c2ccc(C)cc2)nc2ccccc21,-11%
O=C(CN(C(=O)c1csnn1)c1ccc(F)c(Cl)c1)NC1CCCCC1,-7%
COc1cc(-c2nc3ccccn3c2N)ccc1O,-3%
O=C(OCCCOC(=O)c1cc[n+]([O-])cc1)c1cc[n+]([O-])cc1,-12%
# (list continues)
SMILES,LYP phosphatase
CCC1CCCCN1CCCNS(=O)(=O)c1ccc2c(c1)oc(=O)n2C (configuration not stated),0%
Cc1ccc(CNS(=O)(=O)c2c(C(=O)N3CCCCCC3)c(C)n(C)c2C)cc1,-9%
CC(CN1CCCCC1)OC(=O)COc1ccc(Br)cc1 (configuration not stated),-10%
OC(CN1CCN(c2ccc(C(F)(F)F)cn2)CC1)c1ccccc1 (configuration not stated),0%
CCOC(=O)CCNC(=O)c1ccc2nc(C3CCCCC3)oc2c1,-7%
CCCc1nc2nc(C)c(NS(=O)(=O)c3ccc(C4CCCCC4)cc3)c(=O)n2[nH]1,-7%
CCn1nc(C)cc1C(=O)NC1CCCc2c1cnn2-c1cc(F)cc(F)c1 (configuration not stated),-9%
CC(C)Cn1c(N)c(/C=N/NC(=O)c2ccc(Cl)cc2)c(=O)n(C)c1=O,-12%
Cc1ccc(COc2cccc(/C=N/NC(=O)c3nnn(-c4nonc4N)c3C)c2)cc1,-6%
Cc1ccc(S(=O)(=O)NCc2ccccc2)cc1C(=O)NCc1ccccn1,-6%
Cc1ccc(-c2nc(Nc3cccc(O)c3)c3ccccc3n2)cc1,4%
Cn1cc(/C=C(\NC(=O)c2ccccc2Cl)C(=O)NCCN2CCOCC2)c2ccccc21,-7%
CN(C)CCNC(=O)CN1C(=O)CSc2ccc(S(=O)(=O)N3CCCCC3)cc21,-11%
CCCOc1ccc(C(CC(=O)O)NC(=O)Cc2ccccc2)cc1 (configuration not stated),-7%
COc1ccc(OC)c(CNC(=O)CCn2nc(C)c3c(C)n(-c4ccccc4)nc3c2=O)c1,0%
CC(C)OC(=O)c1cc(NC(=O)C2C3C=CC(O3)C2C(=O)O)cc(C(=O)OC(C)C)c1 (configuration not stated),-11%
CNC(=O)c1c(NC(=O)c2ccc(S(=O)(=O)N3CCCC3)cc2)sc2c1CCN(C(C)C)C2,-1%
COc1ccc(N2CCN(S(=O)(=O)CCNC(=O)c3cc(=O)c4ccccc4o3)CC2)cc1,-4%
CCC(=O)Nc1c2c(nn1-c1ccc(F)cc1)CS(=O)(=O)C2,2%
O=C1C(=O)N(CCCN2CCOCC2)C(c2ccc([N+](=O)[O-])cc2)/C1=C(\O)c1ccc2c(c1)OCCO2 (configuration not stated),-8%
COc1cc2c(cc1OC)C(c1ccc(Br)cc1)NC(=O)C2 (configuration not stated),-11%
COc1ccc(NC2CCCN(C(=O)c3cccs3)C2)cc1 (configuration not stated),-10%
CCOC(=O)N1CCN(C(=O)C2CCC(=O)N(CCCc3ccccc3)C2)CC1 (configuration not stated),-7%
CSc1cccc(NC(=O)Cn2cnc(S(=O)(=O)N3CCCC3)c2)c1,3%
CNc1ccc(S(=O)(=O)NCC(=O)NCCCc2ccccc2)cc1[N+](=O)[O-],-1%
COc1ccc(OCc2nnc(SCC(=O)Nc3ccccc3C#N)o2)cc1,-13%
COc1cc2cc(-c3ccc(O)cc3O)nc(C)c2cc1OC,-1%
CC(c1ccncn1)N(C)C(=O)c1ccc2oc(Cc3ccccc3)nc2c1 (configuration not stated),-2%
Cc1ccc(NS(=O)(=O)c2ccc(C(=O)NCc3cccnc3)cc2)cc1,-8%
Cc1cccn2c(=O)c(C=C(C#N)C#N)c(N3CCN(c4cccc(Cl)c4)CC3)nc12,3%

# A run of entries taken from the entries so far:
SMILES,LYP phosphatase
COc1ccc(OC)c(CNC(=O)CCn2nc(C)c3c(C)n(-c4ccccc4)nc3c2=O)c1,0%
CC(C)OC(=O)c1cc(NC(=O)C2C3C=CC(O3)C2C(=O)O)cc(C(=O)OC(C)C)c1 (configuration not stated),-11%
CNC(=O)c1c(NC(=O)c2ccc(S(=O)(=O)N3CCCC3)cc2)sc2c1CCN(C(C)C)C2,-1%
COc1ccc(N2CCN(S(=O)(=O)CCNC(=O)c3cc(=O)c4ccccc4o3)CC2)cc1,-4%
CCC(=O)Nc1c2c(nn1-c1ccc(F)cc1)CS(=O)(=O)C2,2%
O=C1C(=O)N(CCCN2CCOCC2)C(c2ccc([N+](=O)[O-])cc2)/C1=C(\O)c1ccc2c(c1)OCCO2 (configuration not stated),-8%
COc1cc2c(cc1OC)C(c1ccc(Br)cc1)NC(=O)C2 (configuration not stated),-11%
COc1ccc(NC2CCCN(C(=O)c3cccs3)C2)cc1 (configuration not stated),-10%
CCOC(=O)N1CCN(C(=O)C2CCC(=O)N(CCCc3ccccc3)C2)CC1 (configuration not stated),-7%
CSc1cccc(NC(=O)Cn2cnc(S(=O)(=O)N3CCCC3)c2)c1,3%
CNc1ccc(S(=O)(=O)NCC(=O)NCCCc2ccccc2)cc1[N+](=O)[O-],-1%
COc1ccc(OCc2nnc(SCC(=O)Nc3ccccc3C#N)o2)cc1,-13%
COc1cc2cc(-c3ccc(O)cc3O)nc(C)c2cc1OC,-1%
CC(c1ccncn1)N(C)C(=O)c1ccc2oc(Cc3ccccc3)nc2c1 (configuration not stated),-2%
Cc1ccc(NS(=O)(=O)c2ccc(C(=O)NCc3cccnc3)cc2)cc1,-8%
Cc1cccn2c(=O)c(C=C(C#N)C#N)c(N3CCN(c4cccc(Cl)c4)CC3)nc12,3%

# The list continues.
SMILES,LYP phosphatase
OCCCc1nc2ccccc2n1CCCCOc1ccccc1,-3%
COc1ccccc1-c1cc(C(=O)O)c2c(=O)n(C)c(=O)n(Cc3ccccc3)c2n1,-14%
Cc1ccc(/C=C2\C(=O)NC(=O)N2C)o1,-9%
CC(=O)N1CCOc2cc(S(=O)(=O)NC(C)c3ccccc3)c(Cl)cc21 (configuration not stated),-2%
O=C(c1ccc(Cn2cnnn2)cc1)N1CCCC(Nc2ccc(F)c(F)c2)C1 (configuration not stated),-8%
COc1ccc(CC(=O)N/N=C/c2cc([N+](=O)[O-])cc(Br)c2O)cc1,-3%
COc1cc(C(=O)NC23CC4CC(CC(C4)C2)C3)cc(OC)c1OC,-6%
CCC1CN(C(=O)NCc2ccccc2)c2cc(Cl)ccc2O1 (configuration not stated),0%
Cc1ccccc1NC(=O)CN1CCc2ccccc2C1,-2%
COc1ccc(NC(=O)c2cc(S(=O)(=O)N3CCCCC3)ccc2OC)cc1,1%
COc1cn(-c2ccccc2)nc1C(=O)Nc1ccc(C)cc1,-4%
COc1cccc(CC(NC(C)=O)C(=O)NC2CCN(C(=O)C3CCCCC3)CC2)c1OC (configuration not stated),-17%
CCOc1ccc(NC(=O)NNC(=O)c2cccnc2)cc1,-2%
COc1ccc(S(=O)(=O)NC2CCc3ccccc32)cc1OC (configuration not stated),-6%
COc1cc(F)c(S(=O)(=O)N2CCOc3ccccc32)cc1OC,-10%
CCCCOc1ccc(NS(=O)(=O)c2ccc(-n3cnnn3)cc2)cc1,-4%

# Source: PubChem (Sanford-Burnham Center for Chemical Genomics)
